PG9 Ab binder = binders of HIV-1 gp120 antibody PG9, primary screen, biochemical, TR-FRET; HIV-1 gp120 / PG9 antibody interaction; TR-FRET gp120-PG9 antibody binding; inhibition, % at 6.7 µM; hit rate 0.43% among 360,000; AID 624416, 2012; in the data active means inhibition above about 8.5%
UHRF1 MBD2 ctr = UHRF1 methylated DNA binding inhibitors, primary screen, counter-screen for MBD2 inhibitor project, biochemical, TR-FRET, human UHRF1, single concentration; UHRF1 binding to methylated oligo; inhibition, % at 4.4 µM; hit rate 0.75% among 370,000; in the data active means inhibition above about 21%;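 further: UHRF1 SRA domain binding a hemimethylated CpG hairpin DNA probe; 0% = median of test compound wells and 100% = reference inhibitor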
LEDGF integ inh = blockers of LEDGF/p75-dependent integrase strand transfer – biochemical, TR-FRET, high throughput, primary screen; HIV-1 integrase (with human LEDGF/p75); TR-FRET IN-LEDGF/p75 DNA integration, Eu/Cy5; inhibition, % at 3.7 µM; hit rate 0.64% among 370,000; AID 743269, 2014;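 active means inhibition above the screen-wide mean plus 3 SD, cut at about 13% in these data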;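 further: signal is the Cy5 over europium emission ratio at 671 and 618 nm; 0% = plate median of compound wells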
DDE Tn7 FP inh = inhibitors of Tn7 peptide binding to fibrin DD(E), primary screen, biochemical, fluorescence polarization, human fibrin, Tn7 probe; Fibrinogen beta chain (Homo sapiens), P02675; FP displacement of FITC-Tn7 peptide from fibrin DD(E); 0% = median of compound wells per plate; inhibition, % at 8.3 µM; hit rate 0.13% among 370,000;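 active means inhibition above the mean of compounds falling within the control limits plus 3 SD of them, cut at about 14% in these data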;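 further: 0% = plate median of compound wells and 100% = 10 µM Aha-Tn7 peptide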
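System: human fibrin DD(E); quantity: Fibrin-DD(E) at 2 µM final; also added: fluorescent Tn7 probe at 0.1 µM; compound dosing: single nominal test concentration of 8.3 µM per compound; schedule: 10 min preincubation, 3 h with tracer, room temperature; detection: fluorescence polarization of the labelled Tn7 tracer; repeats: one replicate per compound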
HTRA1 inh = HTRA1 serine protease inhibitors, primary screen, biochemical, fluorescence polarization, HTS; Q92743; recombinant HTRA1, FP-rhodamine activity-based probe; inhibition, % at 5.96 µM; hit rate 0.5% among 340,000; in the data active means inhibition above about 36%;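 further: 0% = enzyme with DMSO and 100% = wells lacking enzyme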
SIAE primary = human SIAE inhibitors, primary screen, biochemical, fluorescence polarization, FP-Rh probe, 1536-well HTS; Sialate O-acetylesterase (Homo sapiens), Q9HAT2; AID 1053197, 2014; SIAE FP-Rh probe binding; inhibition, % at 9.66 µM; hit rate 0.69% among 370,000;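 active means inhibition above a cutoff: mean of compounds within the control limits plus 3 SD of those, cut at about 17% in these data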;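 further: 0% = plate median of compound wells and 100% = probe without SIAE protein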
Target sequence (Q9HAT2 whole entry, looked up): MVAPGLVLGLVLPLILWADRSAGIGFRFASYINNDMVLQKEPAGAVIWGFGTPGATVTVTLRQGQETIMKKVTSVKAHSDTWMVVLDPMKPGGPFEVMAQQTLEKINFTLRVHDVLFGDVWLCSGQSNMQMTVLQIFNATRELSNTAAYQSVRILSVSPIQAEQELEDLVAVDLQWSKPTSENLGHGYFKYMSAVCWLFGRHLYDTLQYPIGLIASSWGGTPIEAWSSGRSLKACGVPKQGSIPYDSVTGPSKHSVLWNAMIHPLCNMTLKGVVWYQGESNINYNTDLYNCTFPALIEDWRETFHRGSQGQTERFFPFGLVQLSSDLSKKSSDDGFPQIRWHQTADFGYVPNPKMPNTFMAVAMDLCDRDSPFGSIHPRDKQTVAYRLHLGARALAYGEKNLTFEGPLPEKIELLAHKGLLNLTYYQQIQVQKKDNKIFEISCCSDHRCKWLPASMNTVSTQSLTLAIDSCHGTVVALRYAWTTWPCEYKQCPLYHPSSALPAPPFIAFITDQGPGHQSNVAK
PRMT1 inh = PRMT1 methyltransferase inhibitors, primary screen, biochemical, fluorescence polarization | hit rate 1.3% among 370,000 | AID 652257, 2013 | recombinant PRMT1, activity-based probe fluorescence polarization | inhibition, % at 2.79 µM | Protein arginine N-methyltransferase 1 (Homo sapiens), Q99873;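 active means inhibition above about 21% made by adding two undisclosed values, limit read from the data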
Target sequence (Q99873 whole entry, looked up): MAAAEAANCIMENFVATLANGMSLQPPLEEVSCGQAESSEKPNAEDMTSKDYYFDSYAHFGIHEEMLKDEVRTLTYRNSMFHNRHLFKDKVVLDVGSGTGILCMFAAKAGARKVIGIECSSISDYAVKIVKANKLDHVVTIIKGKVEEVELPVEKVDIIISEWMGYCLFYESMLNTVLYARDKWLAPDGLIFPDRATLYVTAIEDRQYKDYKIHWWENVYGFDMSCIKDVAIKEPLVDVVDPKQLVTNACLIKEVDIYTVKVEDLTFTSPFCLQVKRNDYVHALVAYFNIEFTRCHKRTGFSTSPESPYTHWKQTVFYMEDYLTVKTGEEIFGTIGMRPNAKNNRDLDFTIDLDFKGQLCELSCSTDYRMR
mABHD4 FP = ABHD4 inhibitors, primary screen, biochemical, fluorescence polarization, mouse; (Lyso)-N-acylphosphatidylethanolamine lipase (Mus musculus), Q8VD66; purified mABHD4, FP-Rh probe fluorescence polarization; inhibition, % at 8.92 µM; hit rate 0.54% among 370,000; AID 720543, 2013;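 active means inhibition exceeding the mean over every tested compound plus 3 SD, cut at about 30% in these data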;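 further: 0% = plate median of compound wells and 100% = S159A mutant with DMSO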
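Assay system: mouse ABHD4 enzyme, wild type / Also added: fluorescent activity-based probe FP-Rh / Doses: single nominal dose of 8.92 µM, 0.89% DMSO final / Timing: 45 min compound pre-incubation plus 60 min probe step, 25 °C / Signal: FP readout, ex 525 nm / em 598 nm / Control set: S159A mutant/DMSO as 100%, compound-well median as 0%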
TDP2 absorb = human TDP2 enzyme inhibitors, primary screen, biochemical, epi absorbance, recombinant enzyme; inhibition, % at 12.8 µM; Tyrosyl-DNA phosphodiesterase 2 (Homo sapiens), O95551; hit rate 0.34% among 370,000; T5PNP hydrolysis, p-nitrophenol absorbance 415 nm;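 active means inhibition above the mean of all tested compounds plus 3 SD, set per campaign, cut at about 25% in these data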;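 further: 0% = DMSO with enzyme and 100% = buffer with substrate but no TDP2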
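Evaluation: % inhibition relative to enzyme-containing and enzyme-free wells. Material: recombinant human TDP2. Benchmarks: enzyme-free and DMSO wells. Timing: enzyme reaction with compound for 2 h at 37 °C. Compound dosing: 12.8 µM only. Measured by: p-Nitrophenol epi absorbance. Reagent: T5PNP substrate at 5 mM, a TopII-DNA adduct mimic. Replication: single well per compound.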
TCR-CD3 inh = inhibitors of human TCR-CD3 interaction, primary screen, biochemical, fluorescence, TAMRA-labeled TCR probe | T-cell receptor (TCR) | inhibition, % at 9.4 µM | hit rate 0.37% among 360,000 | AID 651800, 2012; in the data active means inhibition above about 19%;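 further: recombinant mutant TCR 2C K166C tagged with TAMRA read by polarization; 0% = receptor in buffer alone and 100% = receptor with positive control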
Starred values were filed as active, the others as inactive; x = not tested or not shown.

SMILES	PG9 Ab binder	UHRF1 MBD2 ctr	LEDGF integ inh	DDE Tn7 FP inh	HTRA1 inh	SIAE primary	PRMT1 inh	mABHD4 FP	TDP2 absorb	TCR-CD3 inh
CC(NC(=O)Cn1cc([N+](=O)[O-])cn1)c1ccc(C(C)(C)C)cc1 (stereo not given)	0.2	-1	-3	5	4	-16	1	-3	-9	6
COc1ccc(-c2oc(NC(=O)CCl)c(C#N)c2-c2ccc(OC)cc2)cc1	-1.8	-1	8	-1	-1	9	0	-10	-10	-2
C/C(=N\NC(=O)c1ccoc1C)c1ccccc1O	-2.7	0	-2	0	11	4	0	3	0	-4
CCOc1ccc(-c2nc(N)ncc2Oc2ccc(OC)cc2)c(O)c1	-1.0	-1	2	4	-26	-5	0	-15	-3	1
COc1ccc(C)cc1NC(=O)CSCc1cc(=O)n2c(C)csc2n1	0.5	3	-6	0	2	-2	-1	3	4	-8
CCOC(=O)C1=C(C)Nc2nnnn2C1c1ccc(OC)c(Br)c1 (stereo not given)	1.4	0	-1	0	-15	-3	4	4	3	-7
COc1cccc(-c2cnc(C(O)c3cc(C)c(OC)c(C)c3)[nH]2)c1 (stereo not given)	2.2	0	-3	-3	x	4	2	9	0	-1
CCOC(=O)c1c(C)[nH]c(C)c1S(=O)(=O)NCCc1sccc1C	0.0	3	2	1	-9	6	0	-5	-19	-6
O=C(c1cc2cc(Cl)ccc2[nH]1)N1CCN(c2ccccn2)CC1	27*	-1	-2	2	4	-6	5	-1	8	8
C[C@@H](NC(=O)c1nc[nH]c1C(=O)N[C@@H](CCCCNC(=O)OC(C)(C)C)C(=O)OC(C)(C)C)c1ccccc1	-0.1	2	1	4	-36	-10	1	-41	-32	8

An excerpt of these results, with two lines to a compound.
Second line of a record – PG9 Ab binder	UHRF1 MBD2 ctr	LEDGF integ inh	DDE Tn7 FP inh	HTRA1 inh	SIAE primary	PRMT1 inh	mABHD4 FP	TDP2 absorb	TCR-CD3 inh
COc1cccc(-c2cnc(C(O)c3cc(C)c(OC)c(C)c3)[nH]2)c1 (stereo not given)
    2.2	0	-3	-3	x	4	2	9	0	-1
CCOC(=O)c1c(C)[nH]c(C)c1S(=O)(=O)NCCc1sccc1C
    0.0	3	2	1	-9	6	0	-5	-19	-6

The results go on:
SMILES	PG9 Ab binder	UHRF1 MBD2 ctr	LEDGF integ inh	DDE Tn7 FP inh	HTRA1 inh	SIAE primary	PRMT1 inh	mABHD4 FP	TDP2 absorb	TCR-CD3 inh
Cc1ccc(/C=N/N2CCN(Cc3ccccc3)CC2)s1	-1.2	-3	1	2	4	-6	-4	-1	2	-1
CCCCN(C(=O)c1c(CC)noc1C)c1c(N)n(CCCC)c(=O)[nH]c1=O	0.9	2	-3	2	-2	2	4	-6	-7	-1
CC(NC(=O)C1CCCC1)c1ccc(Br)cc1 (stereo not given)	-4.7	-3	2	-2	-9	-8	-4	0	-10	3
N#C/C(=C/c1cc(Cl)c(O)c(Cl)c1)C(=O)N1CCCCC1	0.1	-1	-4	1	6	2	-1	8	5	-2
NS(=O)(=O)c1ccc(CNC(=O)c2scc3c2CCCC3)cc1	-0.6	0	2	-5	5	2	3	1	13	-7
O=C(COC(=O)c1cccc(Cl)c1)Nc1cc(Cl)ccc1Oc1ccccc1	-2.0	-1	-1	6	-1	-16	-1	4	7	6
COCCNC(=O)c1cc2c(s1)-c1ccc(Cl)cc1SC2	-0.3	0	-2	3	-27	-7	4	-17	9	-6
CCOC(=O)C1CC(c2ccccc2)=NN1c1ccccc1 (stereo not given)	3.4	7	-7	2	-2	-4	11	6	-9	3
O=C(O)CCC(=O)N1CCc2c([nH]c3ccccc23)C1C(F)(F)F (stereo not given)	-1.9	0	0	0	6	0	0	7	-1	1
CCCCNC(=O)C1CCN(c2nc(OC)nc(OC)n2)CC1	-0.4	1	0	-2	1	3	-6	1	1	1

Some of the entries so far, with two lines to a compound.
Values run as follows: PG9 Ab binder | UHRF1 MBD2 ctr | LEDGF integ inh | DDE Tn7 FP inh | HTRA1 inh | SIAE primary | PRMT1 inh | mABHD4 FP | TDP2 absorb | TCR-CD3 inh
> N#C/C(=C/c1cc(Cl)c(O)c(Cl)c1)C(=O)N1CCCCC1
 : 0.1 | -1 | -4 | 1 | 6 | 2 | -1 | 8 | 5 | -2
> NS(=O)(=O)c1ccc(CNC(=O)c2scc3c2CCCC3)cc1
 : -0.6 | 0 | 2 | -5 | 5 | 2 | 3 | 1 | 13 | -7
> O=C(COC(=O)c1cccc(Cl)c1)Nc1cc(Cl)ccc1Oc1ccccc1
 : -2.0 | -1 | -1 | 6 | -1 | -16 | -1 | 4 | 7 | 6
> COCCNC(=O)c1cc2c(s1)-c1ccc(Cl)cc1SC2
 : -0.3 | 0 | -2 | 3 | -27 | -7 | 4 | -17 | 9 | -6
> CCOC(=O)C1CC(c2ccccc2)=NN1c1ccccc1 (stereo not given)
 : 3.4 | 7 | -7 | 2 | -2 | -4 | 11 | 6 | -9 | 3

New compounds follow.
SMILES	PG9 Ab binder	UHRF1 MBD2 ctr	LEDGF integ inh	DDE Tn7 FP inh	HTRA1 inh	SIAE primary	PRMT1 inh	mABHD4 FP	TDP2 absorb	TCR-CD3 inh
COc1cc(C(=O)NCCCNc2nc3cc(C)cc(C)c3cc2C#N)cc(OC)c1OC	-0.7	2	2	3	-5	-2	1	-9	-2	-4
CCC1CCc2c(sc(NC(=O)CSc3nc(-c4ccco4)cc(C(F)(F)F)n3)c2C#N)C1 (stereo not given)	-0.5	-4	1	3	-5	8	1	-2	7	5
COCCCNC(=S)NC(=O)c1ccccc1	-2.3	-2	1	2	4	4	-5	-3	5	3
CCOc1cc(S(=O)(=O)NCc2ccccn2)c(C)cc1C	-0.5	4	-2	6	x	-3	-3	0	10	1
O=C1Cn2nnc(-c3ccccc3)c2C2c3cc(Br)ccc3CCN12 (stereo not given)	-0.5	1	2	2	x	-4	-2	-2	-4	2
COc1ccc(NC(=O)N2c3ccccc3C(C)=CC2(C)C)cc1	1.5	1	-3	7	2	5	-1	4	5	-1
CCOC(=O)NC(NC(=O)OCC)C(=O)c1ccc(F)cc1	-1.0	3	3	2	-1	5	3	-2	-12	-10
Cc1ccc(S(=O)(=O)N2CCN(C(=O)CCC(=O)NCc3ccc(F)cc3)CC2)cc1	2.3	-1	2	0	0	18*	1	6	6	-3
CCOC(=O)[C@]12CCC=C1N(CCC1=CCCCC1)C(=O)[C@H](CC(=O)NCCCOC)C2	-0.6	-2	-2	-1	x	1	3	7	1	7
Cc1csc2nc(CSc3nncn3-c3ccccc3)c(Br)n12	0.6	-2	-2	3	5	1	-1	-1	-3	4
Cc1nc2sc3c(O)cc(=O)[nH]c3c2c(C)c1C	1.0	2	3	7	1	-2	-2	3	12	-3
CC(C)OCCCn1c(=S)[nH]c2ncccc2c1=O	-1.9	1	0	11	-1	-4	1	4	9	2
O=C(Nc1nnc(SCc2ccc(Cl)cc2)s1)c1cnccn1	-1.3	3	-4	4	-3	-8	1	-3	-3	-5
Cc1ccc(NC(=O)COC(=O)c2cc(Cl)ccc2[N+](=O)[O-])cc1	-1.6	10	-1	-1	-3	-4	2	-4	-2	6
CCOc1ccc(Br)cc1S(=O)(=O)Nc1cccc(S(=O)(=O)N2CCOCC2)c1	2.5	1	-2	1	-4	-4	5	-13	-6	-2
COC(=O)[C@]1(Cc2ccccc2)N[C@H](CN(C)C(=O)NC(C)C)[C@@H]2C(=O)N(Cc3ccccc3)C(=O)[C@@H]21	0.6	-1	-6	1	2	1	-2	3	2	8
O=C(O)c1ccccc1C(=O)c1ccc(Oc2ccccc2)cc1	0.5	1	-1	2	2	-2	1	-5	6	2
CCS(=O)(=O)N1Cc2ccccc2CC1C(=O)N1CCN(c2ccccc2)CC1 (stereo not given)	0.0	6	3	-5	0	-5	0	4	4	7
Cc1ccc(S(=O)(=O)NCC(=O)N2CCOCCOCCOCC2)cc1	-2.1	0	0	1	11	1	-3	4	-9	-3
CC1(Cc2ccccc2OC(F)(F)F)C(=O)Nc2cc(-c3ccccc3Cl)ccc21 (stereo not given)	0.5	-1	-3	4	x	-4	3	1	-5	2
Cn1cc(C(CO)Cc2ccccc2)c2ccccc21 (stereo not given)	0.3	2	-1	4	-3	9	1	1	5	5
c1ccc(CNc2c3c(nc4ncnn24)CCCC3)nc1	1.2	1	-1	0	6	-2	0	22	-9	0
Cc1ccc(NC(=O)C2(S(=O)(=O)c3ccc(Cl)cc3)CC2)cc1	0.3	-1	-4	7	-3	0	-2	-3	-3	4
O=C(OC1CCCCC1=O)c1cccc(S(=O)(=O)N2CCCCC2)c1 (stereo not given)	1.6	1	-12	2	2	1	4	2	-4	-7
CCc1ccccc1NC1=NCC(=O)N1C1CCCCC1	0.3	-3	1	4	-6	6	-1	3	-3	8
CCOC(=O)c1csc(NC(=O)C2CCCN(S(=O)(=O)c3cccs3)C2)n1 (stereo not given)	x	3	-2	8	x	-3	7	-33	7	x
Clc1cccc(-c2ccc(C=Nc3ccc(N4CCOCC4)cc3)o2)c1	-1.7	-2	24*	-2	-12	0	2	22	13	-2
CC(=O)c1cccc(S(=O)(=O)NCC2CCCCC2)c1	-0.5	-3	-1	5	-8	2	-3	0	11	5
